Bioassay records deposited in PubChem BioAssay by National Center for Advancing Translational Sciences (NCATS).
GLS inhibitor: qHTS for Inhibitors of Glutaminase (GLS). Glutaminase kidney isoform, mitochondrial (Homo sapiens), O94925. 0.21% of 410,000 active. Potency, µM (doses to about 45.5 µM), for the others: at the highest dose activity change, negative = inhibition, actives largely listed as inhibitors. AID 624170, 2012. GLS enzymatic activity, qHTS titration; also: potency is read from the fitted curve at half-maximal effect; % is scaled to controls: 0 for no effect and ±100 for the full control effect
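Compounds were pin-transferred onto hKGA, after which L-glutamine (1 mM solution) and a detection mix of glutamate oxidase, HRP and Amplex Red were added. Initial and 30 min RT fluorescence reads were collected.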
mIDH1 inhibitor: qHTS for Inhibitors of mutant isocitrate dehydrogenase 1 (IDH1): qHTS | Potency, µM (series often up to 76.6 µM), for the others: at the top dose activity change, negative = inhibition, hits mostly inhibitors | IDH1-R132H enzyme, NADPH consumption, diaphorase/resazurin fluorescence | Isocitrate dehydrogenase [NADP] cytoplasmic (Homo sapiens), O75874 | AID 602179, 2012 | 0.093% of 390,000 active; also: potency is read from the fitted curve at half-maximal effect; % is scaled to controls: 0 for no effect and ±100 for the full control effect; nearly all actives have a fitted effect of over 65% in size
Target sequence (O75874 whole entry R132H, stated change not applied): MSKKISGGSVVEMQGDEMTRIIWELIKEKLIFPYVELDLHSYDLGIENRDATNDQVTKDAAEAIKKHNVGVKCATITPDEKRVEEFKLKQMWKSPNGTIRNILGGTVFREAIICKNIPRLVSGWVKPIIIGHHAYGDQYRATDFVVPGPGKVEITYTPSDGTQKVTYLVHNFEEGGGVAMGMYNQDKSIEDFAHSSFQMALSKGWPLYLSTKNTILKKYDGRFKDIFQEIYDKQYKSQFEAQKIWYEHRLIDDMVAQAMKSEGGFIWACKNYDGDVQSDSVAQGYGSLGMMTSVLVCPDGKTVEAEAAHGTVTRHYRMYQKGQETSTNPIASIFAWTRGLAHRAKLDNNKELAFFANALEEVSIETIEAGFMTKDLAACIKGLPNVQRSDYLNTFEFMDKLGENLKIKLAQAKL
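IDH1-R132H (0.5 ug/mL dispensed) in pH 7.5 Tris buffer was preincubated 30 min with compound, then given a substrate mix of 0.016 mM NADPH and 2 mM alpha-KG for 80 min at room temperature; remaining NADPH was read by diaphorase/resazurin fluorescence.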
TrxR1 substrate: qHTS Assay for Substrates of Mammalian Selenoprotein Thioredoxin Reductase 1 (TrxR1): qHTS | purified TrxR1 substrate turnover, NADPH consumption readout | Potency, µM (top dose mostly 114 µM), inactives show at the top dose activity change, negative = substrate turnover | AID 588456, 2011 | 0.01% of 390,000 active; also: potency is read from the fitted curve at half-maximal effect; % is scaled to controls: 0 for no effect and ±100 for the full control effect; nearly all actives have a fitted effect of over 50% in size
Target sequence (O89049 whole entry, looked up): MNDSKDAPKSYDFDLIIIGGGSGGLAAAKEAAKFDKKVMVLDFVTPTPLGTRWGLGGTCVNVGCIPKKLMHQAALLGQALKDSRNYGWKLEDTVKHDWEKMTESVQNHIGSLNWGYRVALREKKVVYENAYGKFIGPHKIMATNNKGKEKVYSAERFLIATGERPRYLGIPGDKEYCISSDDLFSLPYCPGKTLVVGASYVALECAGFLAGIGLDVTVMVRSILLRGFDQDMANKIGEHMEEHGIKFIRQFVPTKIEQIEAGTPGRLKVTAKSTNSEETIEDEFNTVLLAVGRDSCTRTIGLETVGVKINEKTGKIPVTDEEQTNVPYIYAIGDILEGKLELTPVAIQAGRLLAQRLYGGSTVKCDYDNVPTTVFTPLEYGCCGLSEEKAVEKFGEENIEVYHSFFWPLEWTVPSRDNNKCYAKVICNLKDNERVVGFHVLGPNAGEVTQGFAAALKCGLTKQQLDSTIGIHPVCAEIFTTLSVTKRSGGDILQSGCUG
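Rat TrxR1, dispensed at 90 nM, was prereduced with 400 uM NADPH (final) for 5 min at ~22 deg C, then incubated with compound 15 min before 400 uM selenite. A first-read NADPH fluorescence drop versus no-compound background flagged substrates.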
HP1b chromo inh: HTS for Inhibitors of HP1-beta Chromodomain Interactions with Methylated Histone Tails | Chromobox protein homolog 1 (Homo sapiens), P83916 | AlphaScreen HP1-beta / biotin-H3K9me3 peptide binding | Potency, µM (series often up to 114 µM), inactives show at the highest dose activity change, negative = inhibition, most hits filed as inhibitors | 0.56% of 390,000 active; also: potency is read from the fitted curve at half-maximal effect; nearly all actives have a fitted effect of over 70% in size; inactives centre near 23
Target sequence (P83916 whole entry, looked up): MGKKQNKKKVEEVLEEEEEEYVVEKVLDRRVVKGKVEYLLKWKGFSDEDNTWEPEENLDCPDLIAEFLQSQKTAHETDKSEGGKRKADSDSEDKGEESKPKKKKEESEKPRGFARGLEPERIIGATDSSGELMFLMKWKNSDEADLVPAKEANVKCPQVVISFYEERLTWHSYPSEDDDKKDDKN
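Compound inhibition of the preformed complex between 50 nM HP1-beta and 50 nM biotinylated H3K9me3 peptide was read by AlphaScreen. Buffer was PBS pH 7.4 with 0.01% Tween-20. Incubations ran 30 min at room temperature, with 10 ug/mL donor/acceptor beads.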
Pin1 inhibitor: qHTS Assay to Find Inhibitors of Pin1; Pin1 FP peptide displacement, HiFluor488, 10 min; Potency, µM (series often up to 115 µM), for inactives: top-dose activity, negative = inhibition, most hits filed as inhibitors; 0.009% of 390,000 active; AID 504891, 2011; active = well fitted inhibition curve with a large enough effect in the polarisation, with a control signal flat, not every such curve was filed as active; inconclusive = small, poorly fitted or top-dose-only effect, or effect the other way, or a change in a side signal; inactive = no such curve, though single readings can be large or run the other way; the % refers to the polarisation; also: potency is read from the fitted curve at half-maximal effect; % is scaled to controls: 0 for no effect and ±100 for the full control effect
PI4K2A inh: qHTS for small molecular inhibitors of PI4K2A. purified PI4K2A, ADP-Glo luminescence, 1 h; active compounds read low. 0.13% of 420,000 active. Phosphatidylinositol 4-kinase type 2-alpha (Homo sapiens), Q9BTU6. AID 1346378, 2018. activity change, negative = inhibition, % at 76.9 µM; in the data active = activity change below about -50%; inconclusive = mostly about -30% to -49%;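 also: -100% = wells without enzyme as full effect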
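PI4K2A activity was measured by ADP-Glo luminescence: enzyme (4 ug/mL stock) and phosphatidylinositol (1.2 mM stock) in Tris pH 7.5/MgCl2/EGTA/Triton X-100 buffer were reacted with ATP (300 microM stock) for one hour at ambient temperature.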
PGK inhibitor: qHTS Assay to Find Inhibitors of Phosphoglycerate Kinase; Phosphoglycerate kinase, glycosomal (Trypanosoma brucei brucei), P07378; PGK/GAPDH coupled, Kinase-Glo luminescence, 60 min; Potency, µM (doses to about 57.5 µM), for inactives: at the highest dose activity change, negative = inhibition, hits mostly inhibitors; 0.043% of 380,000 active; AID 602233, 2012; also: potency is read from the fitted curve at half-maximal effect; % is scaled to controls: 0 for no effect and ±100 for the full control effect; nearly all actives have a fitted effect of over 60% in size
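Luminescent ATP detection (Kinase-Glo Plus) follows a 60-minute room-temperature incubation, with wells lacking PGK as controls. Buffer: 100 mM TEA (pH 7.6), 5 mM MgCl2, 0.01% Tween-20. Coupling enzyme GAPDH (100 nM final) supplies unstable 1,3-BPG in-well.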
USP1-UAF1 inh: Inhibitors of USP1/UAF1: Primary Screen | AID 743255, 2014 | recombinant USP1/UAF1, Ub-Rhodamine cleavage fluorescence | 0.23% of 390,000 active | Potency, µM (top dose mostly 57.1 µM), inactives show at the highest dose activity change, negative = inhibition, most hits filed as inhibitors; also: potency is read from the fitted curve at half-maximal effect; % is scaled to controls: 0 for no effect and ±100 for the full control effect; nearly all actives have a fitted effect of over 60% in size; inactives centre near -12
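In this screen, compounds sit with the deubiquitinase complex (1nM) for 15 min at room temperature before Ub-Rho is added at 150nM final. Fluorescence rise is then followed for 6 reads every 60 seconds.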
rTrxR1 inhibitor: qHTS Assay for Inhibitors of Mammalian Selenoprotein Thioredoxin Reductase 1 (TrxR1): qHTS; 1% of 390,000 active; Potency, µM (doses to about 114 µM), without a hit: at the top dose activity change, negative = inhibition, actives largely listed as inhibitors; recombinant rTrxR1, NADPH fluorescence consumption, selenite substrate; also: potency is read from the fitted curve at half-maximal effect; % is scaled to controls: 0 for no effect and ±100 for the full control effect; nearly all actives have a fitted effect of over 65% in size
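Rat TrxR1 (90 nM in the dispensed reagent) was pre-reduced with 400 uM NADPH for 5 min at room temperature, then incubated with compound for 15 min. After 400 uM selenite was added, NADPH fluorescence (Ex 340/Em 450 nm) was followed for 8 min.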
* = called active by the depositor; i = inactive; ? = inconclusive; · = no result given; [ ] = remark or other dose. Unless noted, calls follow the shape of the dose curve; as a rule, active = well fitted curve in the direction sought with a large enough effect; inconclusive = small, poorly fitted or top-dose-only effect, or another doubt; inactive = no such curve, though single readings can be large; an effect the other way counts as inactive or inconclusive. These rows are one share of the data, so the mix of outcomes need not match the whole.

SMILES	GLS inhibitor	mIDH1 inhibitor	TrxR1 substrate	HP1b chromo inh	Pin1 inhibitor	PI4K2A inh	PGK inhibitor	USP1-UAF1 inh	rTrxR1 inhibitor
CCN(C[C@H]1N[C@@](C)(C(=O)OC)[C@H]2C(=O)N(C)C(=O)[C@@H]12)C(=O)Nc1ccc(Cl)cc1	5%	25%	8%	2%	0%	-1	-11%	-21%	22%
CCOC(=O)CSc1nc2c(sc(=S)n2-c2ccccc2OC)c(=O)n1-c1ccccc1OC	-12%	6%	10%[57.1 µM]	8%	13%	4	-4%	-19%	9%[57.1 µM]
COc1ccc(-n2c(C)ccc2C)c([N+](=O)[O-])c1	0%	5%	0%[57.1 µM]	?	-6%	3	3%	?	-6%[57.1 µM]
O=C(Nc1ccc(Cl)cc1)Nc1ccc(Oc2cccnc2)nc1	-1%	11%	5%	25%	3%	3	1%	-11%	26%
CCOC(=O)Nc1ccc2c(c1)N(C(=O)CCN1CCN(C)CC1)c1ccccc1S2	6%	-2%	-10%	-2%	2%	-7	i	-9%	-14%
CCc1ccccc1NC(=S)N(CCN1CCCCCC1)Cc1ccco1	0%	1%	3%[57.1 µM]	23%	2%	-1	1%	1%	20%[57.1 µM]
CC(C)Nc1nnc(SCC(=O)Nc2sccc2C#N)s1	17%	-7%	-5%	12%	22%	-8	-6%	-9%	-4%
CC(=O)Nc1ccc(NC2CCCCC2NS(=O)(=O)c2ccccc2)cc1 (centres undefined)	11%	-1%	2%	21%	-12%	-1	9%	-27%	5%
CCOC(=O)C1(CCc2ccccc2)CCN(Cc2ccc(O)cc2)CC1	15%	-14%	-5%	18%	-1%	2	-1%	-8%	20%
COC(=O)c1ccc(NC(=S)NC2CC2)cc1	9%	-11%	2%	41%[activator]	2%	2	-1%	2%	-26%
Cc1ccc2c(Cl)c(C(=O)NCCCN3CCOCC3)sc2c1	-2%	0%	·	·	·	-1	-6%	-24%	·
Cc1ccc(OCC(=O)NCCCNC(=O)c2ccccn2)cc1C	-8%	-3%	6%	20%	2%	1	7%	-23%	13%
Cc1cccc(NC(=O)c2cccc(S(=O)(=O)N3CCCCC3)c2)c1	-10%	7%	-8%	23%	5%	1	-8%	-3%	14%
CCN(CC)S(=O)(=O)c1ccc(N2CCOCC2)c(NC(=O)Cc2ccccc2F)c1	2%	-2%	6%[57.1 µM]	-4%	1%	3	-6%	-4%	8%[57.1 µM]
O=C(Cc1csc(NC(=O)Nc2ccc(Cl)cc2)n1)NCc1cccnc1	11%	3%	-4%	4%	-1%	5	0%	-17%	-4%
O=C1C(Cl)=C(N2CCCCC2)C(=O)N1c1ccccc1	-4%	-2%	-12%	134%[activator]	9%	0	-5%	-13%	-9%
Cc1noc(C)c1COC(=O)c1ccccc1NC(=O)Cc1ccccc1	1%	8%	-2%	35%[activator]	4%	1	-5%	-14%	-14%
O=S1(=O)CCC(N=Nc2c(O)n(Cc3ccccc3)c3ccccc23)C1 (centres undefined)	-2%	10%	-15%[57.1 µM]	10%	-2%	1	-8%	-13%	7%[57.1 µM]
COc1cc(OC)nc(Oc2ccccc2/C=N/O)n1	12%	-7%	-2%	12%	6%	3	6%	-6%	5%
CC1=NNC(=O)C1CCC(=O)N/N=C\c1ccc(Cl)c(Cl)c1 (centres undefined)	0%	7%	-15%[57.1 µM]	48%[activator]	-5%	9	-3%	-4%	26%[57.1 µM]
CC(C)CN(C(=O)CN(C)CC(=O)Nc1ccc(Cl)c(C(F)(F)F)c1)c1c(N)n(CC(C)C)c(=O)[nH]c1=O	1%	2%	6%[2.29 µM]	18%[57 µM]	0%	3	-4%	-4%	15%[2.29 µM]
O=C(c1cc2ccccc2oc1=O)N1CCN(c2ccc(Cl)cc2)CC1	8%	-5%	4%	33%	-4%	2	-2%	-17%	15%
CN(C(=O)COC(=O)c1ccc(S(=O)(=O)N2CCOCC2)cc1)C1CCCCC1	0%	-2%	-3%[57.1 µM]	26%	2%	0	0%	-17%	11%[57.1 µM]
COC(=O)[C@H](Cc1ccccc1)NC(=O)O[C@H]1C(=O)c2ccc(OC)cc2O[C@@H]1c1ccc2c(c1)OCO2	2%	13%	2%	38%	30%	1	i	?	5%
O=C(COc1ccc(Cl)cc1Cl)N/N=C1\CCCc2ccccc21	-15%	-2%	4%[57.1 µM]	47%[activator]	1%	6	-8%	-18%	27%[57.1 µM]

Additional entries.
SMILES	GLS inhibitor	mIDH1 inhibitor	TrxR1 substrate	HP1b chromo inh	Pin1 inhibitor	PI4K2A inh	PGK inhibitor	USP1-UAF1 inh	rTrxR1 inhibitor
CC(NC(=O)CCC(=O)NCc1ccc(F)cc1)c1ccccc1 (centres undefined)	-5%	-1%	2%	50%[activator]	-6%	-1	-8%	-19%	20%
C=CCNC(=O)CC12CC3CC(C1)CC(CC(=O)NCC=C)(C3)C2	-6%	4%	-9%	39%	-3%	0	-9%	-13%	11%[57.1 µM]
COc1ccc(CN2C(=O)NC3(CCOc4ccccc43)C2=O)cc1F (centres undefined)	3%	-4%	9%[57.1 µM]	15%	6%	-5	-3%	-5%	10%[57.1 µM]
N#Cc1ccccc1COC(=O)c1ccc2c(c1)OCCO2	1%	-8%	1%	78%[activator]	5%	-1	2%	-4%	29%
CCOC(=O)C1CCCN(C(=O)c2ccc(C)c(NC(=O)c3nsc4ccccc34)c2)C1 (centres undefined)	1%	-1%	-3%[57.1 µM]	13%[57 µM]	?	9	14%	-5%	16%[57.1 µM]
CCn1c(COc2ccc(Cl)cc2)nnc1SCC(=O)Nc1ccc2c(c1)OCCO2	-8%	8%	-1%	19%	-8%	-17	-7%	-11%	-4%
Cc1c(NC(=O)COC(=O)c2cc3c4ccccc4n(C)c3s2)c(=O)n(-c2ccccc2)n1C	18%	-1%	16%	13%	7%	1	-2%	-6%	-1%
Cc1ccccc1NC(=O)NCCCN1CCCC1=O	-8%	-3%	8%	28%	1%	7	0%	-12%	17%
CCOC(=O)C1CCN(c2ncnc3c2c(-c2ccccc2)cn3-c2ccc(Cl)cc2)CC1	3%	8%	-14%[57.1 µM]	20%	-2%	-1	i	-16%	-23%[57.1 µM]
CCCCOc1ccc(C(=O)Nc2cccc(-c3nc4ccccc4o3)c2C)cc1	-5%	-5%	10%[11.4 µM]	22%	-1%	-4	i	-13%	20%
O=C1C(=O)N(CCCn2ccnc2)C(c2ccc(Cl)cc2)/C1=C(\O)c1ccc2c(c1)OCCO2 (centres undefined)	1%	1%	8%	15%[57 µM]	2%	-4	-1%	-19%	33%
O=C(NCc1cccs1)C1CCCN(c2nc3ccccc3o2)C1 (centres undefined)	0%	2%	6%	15%	1%	0	0%	-12%	24%
CCCN1CCN(C(=O)Cn2cccc2C(=O)c2ccccc2)CC1	0%	-8%	1%	35%	1%	-10	-4%	-9%	-12%
Cc1n[nH]c(C)c1CCN(C)Cc1cn(C)nc1-c1ccc2c(c1)OCCO2	0%	-3%	-2%	18%	16%	2	i	-4%	-9%
Cc1nc(C)c(CC(=O)N2CCc3c([nH]c4ccccc34)C2c2ccccn2)s1 (centres undefined)	0%	-7%	8%[57.1 µM]	0%	-7%	0	i	-13%	6%[57.1 µM]
CC1CCCN(Cc2nc3c(c(=O)n(C)c(=O)n3C)n2CC(=O)c2ccccc2)C1 (centres undefined)	-1%	-8%	0%[57.1 µM]	35%	-2%	1	8%	-21%	17%[57.1 µM]
Cc1ccc(/C=N/NS(=O)(=O)c2ccc([N+](=O)[O-])cc2)o1	25%	2%	-8%	50%[activator]	5%	-4	-2%	4%	-22%
Cc1ccc(N(CC(=O)NC2CCCCCC2)S(=O)(=O)c2c(C)nn(C)c2C)cc1	0%	0%	-1%[57.1 µM]	21%	-1%	-2	-2%	1%	-17%[57.1 µM]
COC(=O)c1ccc(CSc2nncn2C)cc1	4%	5%	-6%	31%	-9%	1	-3%	-3%	-3%
COc1cc2c(C#N)c(N3CCc4ccccc4C3)nc(N)c2c(N)n1	7%	7%	51%[activator][57.1 µM]	-21%	-1%	-7	-9%	-12%	-7%[57.1 µM]
COc1ccc2[nH]c3nc(SCC(=O)Nc4cccc(NC(C)=O)c4)nnc3c2c1	4%	1%	-1%	7%	19%	-23	4%	-4%	10%
CCC(C)Nc1nc2c(c(=O)n(C)c(=O)n2C)n1Cc1ccc(Cl)cc1 (centres undefined)	4%	-3%	-13%	12%	-2%	0	-3%	-9%	-3%
COc1ccc(N2CCN(C3CC(=O)NC3=O)CC2)cc1 (centres undefined)	31%	2%	8%	33%	1%	-2	i	-17%	15%
